Screening data (PubChem)
KOR beta-arrestin-1: kappa opioid receptor activators – cell-based, luminescence, uHTS, primary screen (AID 1777) | KOR beta-arrestin recruitment, luminescence; higher % means a stronger effect | activation, % at 10 µM; hits with a dose series show EC50 in µM | hit rate 0.02% among 280,000; in the data active = activation above about 50%, passing the limit was not always enough; note: a part of the inactive calls stands beside numbers as strong as those of hits
Siah-1 displacement: blockers of Siah-1 interaction with plectin peptide – biochemical, fluorescence polarization, rhodamine-plectin, uHTS, primary screen (AID 1817); Siah-1 / rhodamine-plectin peptide fluorescence polarization; higher % means a stronger effect; one-dose displacement, % at 20 µM; IC50 in µM for titrated hits; hit rate 0.02% among 290,000;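 active = displacement of at least 50% at 20 µM, with a fluorescence ratio check between 0.3 and a set limit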;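 note: plate controls were Siah plus tracer with DMSO for no effect and tracer alone without Siah for full effect; strong numbers were not always called active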
NOD1 NF-kB reporter: NOD1 signaling inhibitors, primary screen, cell-based, luminescence, uHTS (AID 1578); NOD1-driven NF-kB luciferase reporter cells, luminescence; higher % means a stronger effect; one-dose inhibition, % at 4 µM; EC50 in µM for titrated hits; hit rate 1% among 290,000; in the data active = inhibition mostly above about 36%, no sharp cut-off; inactive = mostly below about 34%;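 note: HEK-293T reporter cells stimulated with the NOD1 agonist gamma-tri-DAP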
Myeloid diff MLP: compounds promoting myeloid differentiation. ER-HoxA9 myeloid progenitors, lysozyme-GFP differentiation, flow cytometry. calls only at 10 µM. hit rate 1% among 360,000;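 active = normalized GFP-positive differentiation at or above the plate's own cutoff, the solvent-only control mean plus 3 SD; inconclusive = no clear call, values can overlap the other calls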;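 note: cells exposed to compound for four days before flow analysis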
LYP phosphatase: inhibitors of LYP phosphatase, biochemical, fluorescence intensity, uHTS (AID 1779); recombinant LYP phosphatase, fluorescence intensity; higher % means a stronger effect; inhibition, % at 11.5 µM, or IC50 in µM where a hit was titrated; hit rate 0.054% among 290,000;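 note: plate controls were vehicle with enzyme for no effect and no enzyme for full effect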
HEK293 NOD2/NF-kB: NOD2 signaling inhibitors, cell-based, luminescence, uHTS, HEK293 (AID 1566) | HEK293 NOD2/NF-kB luciferase reporter, luminescence; higher % means a stronger effect | inhibition, % at 4 µM; hits with a dose series show EC50 in µM | hit rate 0.63% among 290,000; note: many of its hits are not listed in these tables
PhoP inhibition: inhibitors of PhoP regulon expression, primary screen, Salmonella Typhimurium, GFP reporter (AID 1863) | inhibition, % at 50 µM; hits with a dose series show IC50 in µM | hit rate 0.16% among 300,000 | S. Typhimurium PhoP-regulated promoter GFP reporter, 4 h; higher % means a stronger effect;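 active = inhibition over 29.93%, a cutoff 3 SD above the screen mean, later confirmed by dose response; inconclusive = inhibition over 29.93% but no dose response follow-up; inactive = inhibition at most 29.93% or unconfirmed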;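 note: 0% = low Mg2+ inducing control and 100% = high Mg2+ repressing control; strong numbers were not always called active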
KOR beta-arrestin-2: KOR antagonists, beta-arrestin recruitment, cell-based, luminescence, uHTS (AID 1778); KOR beta-arrestin recruitment, luminescence, antagonist mode; higher % means a stronger effect; one-dose inhibition, % at 10 µM; IC50 in µM for titrated hits; hit rate 0.091% among 290,000; note: strong numbers were not always called active
HIV fusion peptide: cell-free HIV fusion peptide-binding blockers – biochemical, uHTS, fluorescence dequenching, primary screen (AID 1986). hit rate 0.3% among 290,000. cell-free peptide binding, fluorescence dequenching, 30 min; higher % means a stronger effect. one-dose inhibition, % at 20 µM; IC50 in µM for titrated hits; in the data active = inhibition mostly above about 52%, no sharp cut-off; inactive = mostly below about 76%; note: some results filed as inactive read as strong as hits
Myeloid diff MLP GFP+ MAC1+ %: also measured in Myeloid diff MLP; calls as there; GFP+ MAC1+ double positive, %; measured here: differentiation confirmed by MAC1 staining
Active calls of the source: *; i = inactive; ? = inconclusive; · = no result given; + = active, no number; [ ] = another dose, or the depositor's remark. Cut-off read from the data, not from the text of the source, unless noted: active = inhibition above about 50%; inactive = the rest. An excerpt; the hit share may differ from the screen's.

SMILES	KOR beta-arrestin-1	Siah-1 displacement	NOD1 NF-kB reporter	Myeloid diff MLP	Myeloid diff MLP GFP+ MAC1+ %	LYP phosphatase	HEK293 NOD2/NF-kB	PhoP inhibition	KOR beta-arrestin-2	HIV fusion peptide
Cc1c(C(=O)O)sc2nc(/C=C/c3cccc(O)c3)[nH]c(=O)c12	-5.3%	0%	-5%	i	0.5	-5%	2%	2%	-18%	5.5%
CCOC(=O)Cc1csc(NS(=O)(=O)c2ccc([N+](=O)[O-])cc2)n1	-1.9%	-11%	-2%	i	0.7	-8%	18%	6%	-12%	0.0%
O=C(Cc1ccc(Br)cc1)N1CCc2ccccc2C1	3.4%	-2%	-47%	i	0.1	-5%	-35%	-3%	-26%[20 µM]	-0.3%
O=C(COC(=O)CCC(NC(=O)OCc1ccccc1)C(=O)OCC(=O)Nc1ccccc1)Nc1ccccc1 (stereo not drawn)	9.6%	1%	-16%	i	0.0	0%	7%	-5%	10%	1.8%
CC1(c2nnc(-c3ccc(Cl)cc3)o2)CC(c2ccc([N+](=O)[O-])cc2)=NO1 (stereo not drawn)	2.2%	14%	-4%	i	1.4	-2%	-32%	-6%	14%	-1.5%
CCCOc1ccc(C(=O)Nc2nc(C)c(Cc3ccc4c(c3)OCO4)s2)cc1	3.6%	9%	-54%	?	·	0%	-51%	-10%	-72%	0.2%
COc1ccc(-c2nc3ccncc3[nH]2)cc1OC	1.1%	5%	-6%	i	1.0	-8%	-4%	-4%	10%	1.0%
c1ccc2c(c1)OCC(c1csc3ncnc(N4CCOCC4)c13)O2 (stereo not drawn)	0.7%	3%	37%	i	3.1	-4%	34%	11%	0%	2.8%
Cc1ccc(NC(=S)N=Nc2c(O)n(C)c3ccc(S(=O)(=O)N4CCOCC4)cc23)cc1	-5.4%	2%	-1%	i	0.0	-2%	-8%	-4%	34%	-2.9%
CCn1c(=O)c2c(n3cnnc13)-c1ccccc1CC21CCCCC1	8.5%	2%	18%	i	0.9	-1%	30%	-2%	32%	-1.2%
Cc1nc2c(O)cccc2cc1CO	7.4%	-2%	5%	i	0.5	-6%	26%	1%	16%	-1.6%
Cc1nc(-c2ccncc2)nc(NCCNc2ccc(C(F)(F)F)cn2)c1Cl	·	-1%	1%	i	0.0	-2%	-8%	3%	0%	-1.3%
Cc1cccc(/C=C(\C#N)C(=O)Nc2ccccn2)c1	-3.0%	-1%	-23%	i	0.6	-13%	5%	2%	-5%	2.1%
COc1ccc(OCC(=O)NNC(=S)NC(=O)c2ccc(Br)o2)cc1	-3.3%	4%	-38%	i	2.4	-8%	17%	-3%	23%	6.1%
CCC1CCCCN1C/C=C/c1ccccc1[N+](=O)[O-] (stereo not drawn)	12%	-1%	·	i	1.1	-2%	11%	4%	-28%	-5.5%
O=C(Nc1cc2c(=O)n(-c3ccc(Oc4ccccc4)cc3)ccc2oc1=O)c1ccccc1	5.5%	33%	-37%	i	0.5	-8%	-1%	-7%	-99%	0.9%
O=C(O)c1[nH]c2ccccc2c1-c1ccccc1	-2.2%	4%	-36%	i	0.5	3%	-8%	4%	-7%	1.6%
CCOC(=O)c1[nH]c(C)c(C(=O)Nc2ccc(F)cc2)c1C	-10%	-1%	25%	i	1.8	-1%	5%	-7%	-8%	-1.0%
O=C(CN1CCN(S(=O)(=O)c2ccccc2)CC1)NC(=O)NC1CCCCC1	0.4%	1%	-11%	i	0.8	0%	3%	-6%	-43%	-0.9%
CCOc1ccccc1N1CCN(C(=S)Nc2ccc(S(N)(=O)=O)cc2)CC1	0.4%	1%	0%	i	0.5	-6%	24%	-7%	-23%	-3.1%
S=C(NC1CC1)N1CCN(c2ccc(Cl)cc2)CC1	0.4%	-2%	8%	i	1.0	-5%	-13%	-9%	18%	0.0%
Cc1ccc(C)n1NC(=O)c1ccc(Cl)cc1Cl	-2.0%	-1%	·	i	1.3	2%	-5%	5%	9%	4.7%
CC1CCCN(CCOCCSc2ccccc2)C1 (stereo not drawn)	-1.2%	2%	-17%	i	0.5	-3%	-1%	8%	14%	-1.0%
Cc1ccc2c(O)c(C)c(=O)[nH]c2n1	1.8%	-7%	37%	i	0.1	-6%	6%	-9%	-29%[20 µM]	-0.2%
O=C1CC(N2CCOCC2)C(=O)N1CCN1C(=O)CC(N2CCOCC2)C1=O (stereo not drawn)	0.5%	0%	-10%	i	0.9	1%	-5%	0%	-10%	4.9%
CCC(C)[C@H](NC(=O)NCc1ccccc1Cl)C(=O)OC (stereo partly drawn)	-4.0%	-4%	2%	i	11	-2%	-2%	-20%	-6%	5.8%
CCO[C@H]1OC(C(=O)NC2CC2)=C[C@@H](C)[C@@H]1CCCO	-6.5%	0%	-24%	i	2.0	-7%	9%	-6%	0%	-1.3%
Cc1nc2nc(-c3ccccc3)cc(=O)n2[nH]1	2.5%	4%	6%	i	1.3	-8%	3%	-17%	-52%	4.7%
OC(CN1CCN(Cc2ccc3c(c2)OCO3)CC1)c1c[nH]c2ccccc12 (stereo not drawn)	3.2%	0%	2%	i	0.3	7%	-2%	1%	-4%	1.3%
O=C(NCc1ccc2c(c1)OCO2)C1CCC(=O)N1C1CCCCC1 (stereo not drawn)	-0.6%	1%	9%	i	0.2	-8%	-11%	-3%	-20%	-3.1%
C/C=C/c1ccc(OCC(=O)N2CCc3cc(OC)c(OC)cc3C2)c(OC)c1	-3.3%	5%	-4%	i	0.9	-7%	9%	-6%	-11%	-1.4%
COc1ccc(-c2cn3ccc(C)cc3n2)cc1	-4.1%	3%	14%	i	0.2	-12%	-46%	7%	20%	-2.6%
CCOc1cc(NC(=O)c2cccs2)c(OCC)cc1NC(=O)c1ccco1	4.1%	5%	-11%	i	1.2	-6%	5%	-5%	22%	-2.8%
O=C(CCSc1nc(-c2ccco2)cc(C(F)(F)F)n1)NCCN1CCOCC1	-5.8%	2%	-36%	i	0.1	0%	0%	·	9%[20 µM]	-1.3%
Cc1ccc(C(=O)NC2CCN(C(=O)NC3CCCCC3)CC2)cc1	2.1%	-1%	0%	i	0.6	4%	-6%	2%	-11%	1.3%
COc1ccc(S(=O)(=O)Nc2nc3ccccc3nc2Nc2cccc(C(=O)O)c2)cc1	2.8%	-3%	-2%	i	0.5	-11%	16%	10%	-23%	54%
COc1cc([C@H]2[C@@H]3CCCC[C@]3(O)CCN2Cc2ccccc2F)ccc1O	0.5%	-3%	6%	i	0.6	-5%	-6%	-11%	1%	-0.7%
Cc1c(NC(=O)c2ccc3c(c2)C(=O)N(Cc2ccco2)C3=O)cccc1C(=O)O	-4.3%	-9%	-24%	i	0.1	-7%	4%	2%	25%	6.1%
COc1ccc(/C=C/C(=O)NC(=S)NNC(=O)c2cccs2)cc1OC	3.6%	-2%	-10%	i	0.4	4%	-5%	0%	11%	-0.6%
CC(=O)C1=C(O)C(=O)N(CCCn2ccnc2)C1c1ccc(Br)cc1 (stereo not drawn)	-5.8%	7%	-28%	+	0.3*	-4%	13%	9%	19%[20 µM]	-2.1%
Cc1ccc(S(=O)(=O)Nc2ccc(C(=O)NCc3cccnc3)cc2)cc1	0.0%	7%	-20%	i	0.6	-12%	-2%	1%	2%	1.0%
COc1ccc(C2CC(c3ccc4ccccc4c3)=NN2C(=O)CSc2ncccn2)cc1 (stereo not drawn)	-5.3%	2%	-19%	i	2.9	4%	-23%	4%	-29%	-0.9%
CCOC(=O)c1sc(NC(=O)CCN2CCN(C)CC2)c(C(=O)OCC)c1C	·	-2%	-47%	i	0.9	-5%	14%	7%	-64%[20 µM]	1.4%
Cc1ccc(NC(=O)CCNC(=O)Cn2cnc3ccccc3c2=O)cc1F	-4.3%	-3%	-17%	i	0.5	-11%	20%	6%	-39%	-0.2%
CCCCC(=O)C1CCN(Cc2ccccc2)CC1	-4.6%	3%	7%	i	1.2	-8%	-6%	-1%	-4%	2.0%
CO/N=C/NC(=O)C1=NOC(CNc2ncc(C(F)(F)F)cc2Cl)C1 (stereo not drawn)	5.4%	1%	-28%	i	0.5	-4%	-29%	1%	15%	0.7%
NC(=O)[C@@H]1CCCN1C(=O)c1ccc2nc(Cc3ccccc3F)oc2c1	-1.0%	-1%	-29%	i	0.8	-10%	-5%	1%	17%	-0.3%
O=C1CCCC1C(=O)Nc1ccc2ccccc2c1 (stereo not drawn)	4.1%	0%	-14%	i	0.2	-5%	-14%	-9%	5%	-0.3%
CN1CCc2c(sc3c2C(=O)NC(/C=C\c2ccccc2)N3)C1 (stereo not drawn)	-0.9%	13%	-3%	i	0.4	-4%	10%	·	22%	8.9%
COc1ccc(O)c(/C=c2/sc3nc4cc(C)c(C)cc4n3c2=O)c1	8.3%	1%	46%	i	0.9	-4%	-1%	30%	48%	-3.1%

In the list so far, 7 have fluorine.
SMILES	KOR beta-arrestin-1	Siah-1 displacement	NOD1 NF-kB reporter	Myeloid diff MLP	Myeloid diff MLP GFP+ MAC1+ %	LYP phosphatase	HEK293 NOD2/NF-kB	PhoP inhibition	KOR beta-arrestin-2	HIV fusion peptide
Cc1nc(-c2ccncc2)nc(NCCNc2ccc(C(F)(F)F)cn2)c1Cl	·	-1%	1%	i	0.0	-2%	-8%	3%	0%	-1.3%
CCOC(=O)c1[nH]c(C)c(C(=O)Nc2ccc(F)cc2)c1C	-10%	-1%	25%	i	1.8	-1%	5%	-7%	-8%	-1.0%
O=C(CCSc1nc(-c2ccco2)cc(C(F)(F)F)n1)NCCN1CCOCC1	-5.8%	2%	-36%	i	0.1	0%	0%	·	9%[20 µM]	-1.3%
COc1cc([C@H]2[C@@H]3CCCC[C@]3(O)CCN2Cc2ccccc2F)ccc1O	0.5%	-3%	6%	i	0.6	-5%	-6%	-11%	1%	-0.7%
Cc1ccc(NC(=O)CCNC(=O)Cn2cnc3ccccc3c2=O)cc1F	-4.3%	-3%	-17%	i	0.5	-11%	20%	6%	-39%	-0.2%
CO/N=C/NC(=O)C1=NOC(CNc2ncc(C(F)(F)F)cc2Cl)C1 (stereo not drawn)	5.4%	1%	-28%	i	0.5	-4%	-29%	1%	15%	0.7%
NC(=O)[C@@H]1CCCN1C(=O)c1ccc2nc(Cc3ccccc3F)oc2c1	-1.0%	-1%	-29%	i	0.8	-10%	-5%	1%	17%	-0.3%
